GSK3beta inhib: blocks human GSK3beta kinase activity; GST-GSK3beta kinase, ADP-Glo luminescence, 60 min; stronger effect = lower value; 0.038% of 300,000 active; activity score (negative = inhibition), % at 10 µM; P49841; AID 2097;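 active = more than half of replicate wells score below -50%, meaning over 50% inhibition versus plate controls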;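 note: 0% = median DMSO wells and -100% = median GW8510 positive control wells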
Target sequence (P49841 whole entry, looked up): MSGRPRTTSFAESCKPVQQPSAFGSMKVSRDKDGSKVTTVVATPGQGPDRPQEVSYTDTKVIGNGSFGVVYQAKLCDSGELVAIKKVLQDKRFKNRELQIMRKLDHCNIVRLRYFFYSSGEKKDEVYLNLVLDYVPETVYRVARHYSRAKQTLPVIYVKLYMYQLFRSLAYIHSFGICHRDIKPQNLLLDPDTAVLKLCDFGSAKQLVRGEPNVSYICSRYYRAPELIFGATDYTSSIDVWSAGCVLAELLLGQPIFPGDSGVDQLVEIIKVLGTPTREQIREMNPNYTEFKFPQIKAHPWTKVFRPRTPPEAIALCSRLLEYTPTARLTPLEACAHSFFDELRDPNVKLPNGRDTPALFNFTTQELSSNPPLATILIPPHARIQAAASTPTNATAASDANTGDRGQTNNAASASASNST
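Assay system: GST-tagged human GSK3beta kinase, cell-free; Input: 1.6 ng GSK3beta; Medium: Tris/MgCl2 kinase buffer; Timing: 60 min enzyme reaction, room temperature; Signal: ADP-Glo luminescence quantifying ADP generated by kinase; Evaluation: score relative to plate controls; Benchmarks: DMSO neutral wells and GW8510 at 20 µM as positive.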
KCNQ1 act: potentiators or activators of human KCNQ1 potassium channel; CHO-K1 KCNQ1, thallium flux FluxOR fluorescence; stronger effect = higher value; B-score at 10 µM; 0.35% of 310,000 active; AID 2648;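 active = fluorescence ratio B-score, a plate-corrected score, at least three library SD, with initial intensity B-score within 5 SD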
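Schedule – 37 °C overnight plating, 90-min dark dye load, 20-min compound pretreatment · System – stable KCNQ1 CHO-K1 line · Probe or stimulus – thallium- and potassium-containing depolarizing buffer · Measured by – kinetic FluxOR fluorescence, 10 s baseline plus 110 s post-stimulus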
PolyA inh: inhibitors of polyadenylation in S. cerevisiae; S. cerevisiae SKY197-pL101 polyadenylation reporter, beta-gal luminescence; efflux-impaired pdr1/pdr3 knockout yeast; score 100 = 6 SD above DMSO; calls only at 12 µM; 0.02% of 300,000 active;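 active = lowest replicate activity score at least 50, where 100 means six control SD above control mean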;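 note: yeast exposed to compound for 9 h at 30 °C; higher score means more reporter readthrough which indicates perturbed polyadenylation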
RGS4 block: inhibitors of human RGS4; AID 463165; B-score at 10 µM; 0.45% of 310,000 active; P49798; HEK293 M3R/RGS4 inducible, Fluo-4 calcium flux; stronger effect = higher value; triggered by carbachol at its EC20;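 active = B-score, a plate-corrected calcium signal, over three deviations above library mean, with baseline fluorescence within five deviations of library mean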;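 note: RGS4 expression induced by doxycycline in cells with stable M3 receptor; B-score is computed from the integrated fluorescence ratio over baseline after carbachol; higher B-score means a larger calcium signal and so more RGS4 inhibition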
KCNK3 inh: human KCNK3 channel inhibition, primary screen | O14649 | CHO-KCNK3 thallium flux, FluxOR fluorescence; stronger effect = lower value | B-score at 10 µM | 0.84% of 340,000 active | AID 602410;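 active = B-score under library mean minus 4 SD, starting fluorescence ratio at most library mean plus 5 SD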;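 note: more negative B-score means stronger inhibition of thallium flux through KCNK3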
Target sequence (O14649 whole entry, looked up): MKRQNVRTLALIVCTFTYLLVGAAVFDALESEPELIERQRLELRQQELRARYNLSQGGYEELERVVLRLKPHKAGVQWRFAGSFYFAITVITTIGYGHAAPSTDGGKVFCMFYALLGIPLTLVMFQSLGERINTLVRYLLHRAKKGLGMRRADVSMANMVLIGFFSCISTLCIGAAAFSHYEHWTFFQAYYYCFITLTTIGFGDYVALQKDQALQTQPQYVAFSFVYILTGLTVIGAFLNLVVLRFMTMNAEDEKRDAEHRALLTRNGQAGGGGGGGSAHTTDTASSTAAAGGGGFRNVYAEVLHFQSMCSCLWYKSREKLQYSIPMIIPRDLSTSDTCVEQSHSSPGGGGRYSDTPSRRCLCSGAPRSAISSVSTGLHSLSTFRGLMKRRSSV
KCNK9 inh: inhibitors of human KCNK9 two-pore domain potassium channel; Q9NPC2; B-score at 10 µM; HEK293 KCNK9, FluxOR thallium flux fluorescence; stronger effect = lower value; 1.2% of 310,000 active; AID 488922;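 active = ratio B-score over 3 SD below the library mean, with starting fluorescence within 5 SD of its mean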;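 note: negative B-score means less thallium flux so channel inhibition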
hERG rescue: shields human hERG channel from block by proarrhythmic agents; Q12809; CHO-hERG, FluxOR thallium flux, dofetilide IC70 present; activation (rescue from dofetilide block), less the hit threshold, % at 10 µM; 0.51% of 310,000 active;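 active = activation above the mean of controls blocked by dofetilide plus 5 SD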;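 note: thallium influx through hERG after potassium depolarization seen as dye fluorescence rise; in these data hits start at about 4.7%; inactives centre near -7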
KCNQ1 block: blocks the human KCNQ1 potassium channel | CHO-K1 KCNQ1, FluxOR thallium flux fluorescence; stronger effect = higher value | B-score at 10 µM | 1.3% of 310,000 active;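 active = compounds whose thallium flux B-score, printed positive for inhibition, exceeds three library SD while starting fluorescence stays within three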;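 note: channel opened by potassium depolarization with thallium stimulus after 20 min compound exposure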
Dyrk1A ADPGlo: Dyrk1A (rat) kinase inhibition; Q63470; ADP-Glo luminescence, NFATc1 peptide; inhibition, % at 12.5 µM; 0.43% of 310,000 active; in the data active = inhibition above about 50%;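 note: plate controls were vehicle with enzyme for no effect and no enzyme for full effect; many of its hits are not listed in these tables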
GSK3 alpha inh: inhibitors of human GSK-3 alpha kinase; ADP-Glo luminescence, 60 min; inhibition, % at 10 µM; 0.1% of 320,000 active; AID 2650;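 in the data active = inhibition above about 50%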;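 note: GST-tagged GSK-3 alpha with peptide substrate and 25 µM ATP; 0% = DMSO neutral wells and 100% = GW8510 positive control wells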
RGS4 act: RGS4 potentiation or activation; HEK293 M3R/inducible RGS4, carbachol calcium flux Fluo4; stronger effect = lower value; B-score at 10 µM; 0.92% of 310,000 active;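 active = B-score of the integrated calcium signal more than 4 SD below the library mean, with starting fluorescence not abnormally high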;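 note: negative B-score means reduced calcium response which marks RGS4 activation or potentiation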
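Material: M3R-expressing HEK293 line, RGS4 induced by doxycycline | Schedule: Overnight RGS4 induction, 30 min dye load 37 °C, 20 min compound RT | Measured by: Fluo4 fluorescence kinetic imaging of calcium | Read-out: Integrated calcium ratio converted to B score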
* marks the source's active call; other numbers are inactive results; i = inactive; nt = not tested or not shown. An excerpt; count on the stated rates, not on these rows.

SMILES	GSK3beta inhib	KCNQ1 act	PolyA inh	RGS4 block	KCNK3 inh	KCNK9 inh	hERG rescue	KCNQ1 block	Dyrk1A ADPGlo	GSK3 alpha inh	RGS4 act
O=C(NCC1CCCO1)c1ccc(Oc2ccc([N+](=O)[O-])cc2Cl)cc1 (stereo not given)	2	i	i	i	i	i	-7	i	-2	2	i
COc1cc2cc[n+](Cc3ccc([N+](=O)[O-])cc3)cc2cc1OC	4	i	i	i	i	i	-2	i	3	2	i
O=C(O)Cc1ccc(NC(=O)Nc2ccc(Br)cc2)cc1	1	i	i	i	i	i	-5	i	4	1	i
COc1ccccc1C(=O)NCC(=O)N/N=C/c1ccc2c(c1)OCO2	2	i	i	i	i	i	-4	i	-8	0	i
COc1cc(C#N)ccc1OC(=O)c1cccc(S(=O)(=O)N2CCN(C)CC2)c1	-3	i	i	i	i	i	-7	i	10	-2	i
O=C(OCC(=O)N1CCCC1)c1ccc(OC(F)(F)F)cc1	4	i	i	i	i	i	-12	i	9	0	i
CC1CC(C)CN(CCCNC(=O)CN2C(=O)CSc3ccc(S(=O)(=O)N4CCOCC4)cc32)C1 (stereo not given)	-4	i	i	i	i	i	-5	i	2	-2	i
CCOc1cc(/C=C(\C#N)C(=O)Nc2cccc(C(=O)O)c2)ccc1OCc1ccccc1Cl	nt	i	i	i	i	i	-17	6*	-6	-2	-8.6*
COc1ccc(-c2noc3c2-c2nc(-c4ccc(Cl)cc4)sc2CC3)cc1	-1	i	i	i	i	i	-12	i	6	-2	i
O=S(=O)(c1ccccc1Oc1ccc(Cl)cc1Cl)N1CCCCC1	-2	i	i	i	i	-9.9*	-8	i	nt	-2	i
Oc1ccc(/C=C/c2ccnc3ccccc23)cc1	-3	i	i	i	i	i	-10	i	-4	-2	i
O=C(Cc1ccccc1)Nc1ccc(NC(=O)c2cccs2)cc1Cl	-3	i	i	i	i	i	-8	i	1	1	i
O=C(N1CCOCC1)N1CCC(n2nnc3cc(F)ccc32)CC1	-1	i	i	i	i	i	-4	i	-2	0	i
Cn1c(=O)c2c(nc(OCC3COC(C)(C)O3)n2Cc2ccccc2F)n(C)c1=O (stereo not given)	-1	i	i	i	i	i	-8	i	-1	0	i
Cc1cc(C)c2c(=O)[nH]c(SCc3ccccc3C)nc2n1	-1	i	i	i	i	i	-12	i	6	-4	i
CC1=C(C(=O)Nc2ccccc2C)C2(CCCCC2)C(C(N)=O)C(=S)N1 (stereo not given)	1	i	i	i	i	i	-9	i	4	nt	i
CCc1ccc(S(=O)(=O)Nc2cccc(-c3ccc4nncn4n3)c2)s1	0	i	i	i	i	i	-5	i	9	1	i
C/C(NCC(C)(C)CN(C)C)=C(/C#N)C(=O)NCc1ccccc1	-4	i	i	i	i	i	-16	i	-3	-1	i
COc1ccccc1CNC(=O)[C@@H](NC(=O)C1CCN(C(=O)[C@@H]2CCCN2C(=O)OC(C)(C)C)CC1)C(C)C	1	i	i	i	i	i	-4	i	1	0	i
CCNC(=O)NC(=O)CSc1nnc(-c2c[nH]c3ccccc23)o1	-1	i	nt	i	i	i	-12	i	-2	3	i
COc1ccc(OC)c(/C=N\NC(=O)c2ccc(-c3ccccc3)cc2)c1	3	i	nt	i	i	i	-16	i	-2	nt	i
O=S(=O)(c1ccc(F)cc1)c1nc(-c2ccco2)oc1Nc1ccccc1	-25	i	i	i	i	i	-7	i	2	1	i
COc1ccc(NC2CCCN(C(=O)c3ccc(C(C)=O)s3)C2)cc1 (stereo not given)	0	i	i	i	i	i	-6	i	0	0	i
Cc1ccc(CCNCc2c(C(=O)O)c(C)n(-c3ccccc3)c2C)cc1	0	i	i	i	i	i	-11	i	8	nt	i
CC(C)(O)C(O)COc1c2ccoc2cc2oc(=O)ccc12 (stereo not given)	1	i	i	i	i	i	-7	i	39	2	i
Cc1ccc(Sc2oc(/C=N/n3cnnc3)cc2Br)cc1	-1	i	i	i	i	i	-3	i	7	0	i
c1ccc(-c2ccc(CN3C[C@@H]4C(c5ccccc5)C5(c6cccnc6)CC4(C5)[C@H]3c3ccccc3)cc2)cc1 (stereo not given in full)	0	i	i	i	i	i	-6	i	-2	0	i
CC(=O)N1CCN(Cc2nc3cc(NC(=O)c4cccc(Br)c4)ccc3n2C)CC1	0	i	i	i	i	i	-16	i	-1	-1	i
Cc1ccc(N(CC(=O)NCc2ccccc2)S(=O)(=O)c2c(C)noc2C)cc1	-2	i	i	i	i	i	-8	i	-3	-3	i
CC(=O)Nc1ccc(NC(=O)c2ccc(N(Cc3ccccc3C)S(C)(=O)=O)cc2)cc1	-3	i	i	i	i	i	-6	i	3	-2	i
COC(=O)CNC(=O)/C=C/c1ccc(OC)cc1	-14	i	i	i	i	i	-8	i	-1	nt	i
Cc1ccc(C(C(=O)NC2CCCC2)N(Cc2ccc3c(c2)OCO3)C(=O)c2snc(C(N)=O)c2N)cc1 (stereo not given)	0	i	i	i	i	i	-9	i	-5	0	i
COc1ccc(S(=O)(=O)Nc2ccc(NC(C)=O)cc2)cc1Br	5	i	nt	i	i	i	-9	i	1	3	i
O=C(Nc1ccc(O)c2c(=O)cc(-c3ccccc3Cl)oc12)c1ccc(F)cc1	-2	i	i	i	i	i	-5	i	-1	nt	i
Cc1cccc(OCCn2c(=O)sc3ccccc32)c1	0	i	nt	i	i	i	-6	i	2	-2	i
CCn1c(O)c(C=NCc2ccccc2)sc1=S	-1	i	i	i	i	i	-6	i	3	0	i
CC(C)c1ccccc1NC(=O)c1cccnc1	2	i	i	i	i	i	-6	i	-6	-3	i
O=C(/C=C/c1ccc(Cl)cc1Cl)N1CCN(c2ccccc2[N+](=O)[O-])CC1	3	i	i	i	i	i	-7	i	-2	-4	i
COc1cccc(N(CC(=O)NCc2ccccc2)C(=O)CCC(=O)Nc2nccs2)c1	-2	i	i	i	i	i	-3	i	-7	-1	i
COc1ccc(-n2c(SCC(=O)NCC3CCCO3)nc3c([nH]c4ccccc43)c2=O)cc1OC (stereo not given)	-4	i	i	i	i	i	-5	i	-4	6	i

Brought forward from above: 5 entries, followed by the next part.
SMILES	GSK3beta inhib	KCNQ1 act	PolyA inh	RGS4 block	KCNK3 inh	KCNK9 inh	hERG rescue	KCNQ1 block	Dyrk1A ADPGlo	GSK3 alpha inh	RGS4 act
CCn1c(O)c(C=NCc2ccccc2)sc1=S	-1	i	i	i	i	i	-6	i	3	0	i
CC(C)c1ccccc1NC(=O)c1cccnc1	2	i	i	i	i	i	-6	i	-6	-3	i
O=C(/C=C/c1ccc(Cl)cc1Cl)N1CCN(c2ccccc2[N+](=O)[O-])CC1	3	i	i	i	i	i	-7	i	-2	-4	i
COc1cccc(N(CC(=O)NCc2ccccc2)C(=O)CCC(=O)Nc2nccs2)c1	-2	i	i	i	i	i	-3	i	-7	-1	i
COc1ccc(-n2c(SCC(=O)NCC3CCCO3)nc3c([nH]c4ccccc43)c2=O)cc1OC (stereo not given)	-4	i	i	i	i	i	-5	i	-4	6	i
Cc1cccc(NC(=S)NC2CC3CCC(C2)N3Cc2ccco2)c1 (stereo not given)	2	i	i	i	i	i	2	i	-4	-6	i
COc1ccccc1N1CCN(Cc2nc(N)nc(Nc3ccc(C)c(Cl)c3)n2)CC1	0	i	i	i	i	i	-44	i	-4	-2	i
COc1cc(CNC(=O)c2cnc(C)cn2)cc(OC)c1	2	i	i	i	i	i	-2	i	14	8	i
CCOc1ccccc1NC(=O)CSc1nnc(-c2ccccn2)n1Cc1ccco1	2	i	i	i	i	i	-22	i	4	3	i
CC1SC(=NC(=O)c2ccncc2)NC1=O (stereo not given)	3	i	i	i	i	i	-11	i	nt	0	i
Cc1ccccc1-n1c(C)nnc1SCC(=O)N1CC(=O)Nc2ccccc21	2	i	i	i	i	i	-9	i	-5	-4	i
CS(=O)(=O)N(Cc1ccccc1)c1ccc(C(=O)NC2CCCCC2O)cc1 (stereo not given)	-2	i	i	i	i	i	-4	i	-8	1	i
COc1ccc(-c2cc(C(=O)NC3CC3)c3ccccc3n2)cc1	4	i	i	i	i	i	-4	i	-4	0	i

Compound activity as filed in PubChem.
